Screens deposited in PubChem BioAssay by National Center for Advancing Translational Sciences (NCATS).
Pf Dd2 growth: qHTS Primary assay for Inhibitors of Plasmodium falciparum Dd2 growth in vitro; Potency, µM (doses to about 28.9 µM), without a hit: at the highest dose activity, negative = inhibition, most hits filed as inhibitors; AID 1347417, 2020; 120,000 tested, 4.3% active; P. falciparum Dd2 growth, SYBR Green, 72 h; active = well fitted inhibition curve with a large enough effect; inconclusive = small, poorly fitted or top-dose-only effect; inactive = no such curve, though single readings can be large or run the other way;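 also: plate controls were DMSO vehicle for no effect and reference drug for full effect; nearly all actives have a fitted effect of over 65% in size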
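Readout: SYBR Green fluorescence, 485 nm excitation, 535 nm emission, after ~16 h lysis at 37C. Before that, Dd2-infected red cells (2.5% hematocrit) grew 72 h with compound, 29 uM top final concentration.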
Numbers without * were called inactive; i = inactive; u = inconclusive; [ ] = remark or other dose. Potency is read from the fitted curve at half-maximal effect.

SMILES	Pf Dd2 growth
COc1ccc(NC(=O)O[C@@H]2CO[C@H]3[C@@H]2OC[C@@H]3NC(=O)Nc2ccc(C(C)C)cc2)cc1	i
COC[C@@H]1CCCN1Cc1cn(-c2ccccc2)nc1-c1ccc(OC)cc1F	u
COc1ccc(OC)c(CNC(=O)c2c(C)oc3ncn(C)c(=O)c23)c1	29%
Cc1oc(-c2ccccc2Cl)nc1CS(=O)(=O)CC(=O)NC(C)CCc1ccccc1 (stereo not given)	i
COc1cccc([S+](=O)([O-])N2CCCC3(CC(C)=NO3)C2)c1 (stereo not given)	25%
COc1cccc(/C=C/c2nc3ccccc3c(=O)n2-c2ccc(C)c(C)c2)c1OC	11%
Cc1ccc(CNC(=O)c2cnn(-c3ccc(F)cc3F)c2C2CCN(C(=O)OC(C)(C)C)CC2)cc1	11µM*
c1csc(CN2CCn3c(nnc3C3CCCNC3)C2)c1 (stereo not given)	-1%[44.1 µM]
COc1ccc(-c2ccc3nnc(CNC(=O)COc4ccc(F)cc4)n3n2)cc1	-1%
CC(=O)N1C[C@@H]2CCCN3CCC[C@@H]([C@H]23)[C@H]1CCCC(=O)NCCCc1ccccc1	i
Cn1ccnc1-c1ccc(N2CCC(C(O)Cc3ccccc3)CC2)nn1 (stereo not given)	-19%
CCc1nc2c(c(-c3ccc(Cl)cc3)n1)CN(Cc1cccc(F)c1)CC2	10µM*
Cc1cc(=O)n(CC(=O)N2C[C@H](CO)C[C@H](CN(C)C)C2)nc1C	8%
COc1ccc(NC(=O)Cn2c3ncccc3c(=O)n2-c2ccc(C)c(C)c2)c(OC)c1	u
Cn1ncc(N2CCC(NC(=O)C3CCOCC3)CC2)cc1=O	0%
Cn1cnnc1SCC(=O)Nc1cc(C(=O)O)cc(C(=O)O)c1	23%
CC(C)(C(=O)NCc1ccccn1)C1CCOCC1	29%
CCn1ccnc1C1CCN(C(=O)CC2NC(=O)NC2=O)CC1 (stereo not given)	-22%
CC(C)c1ccc(C(=O)Nc2ccc(-c3nc4ccccc4s3)c(Cl)c2)cc1	u
Cc1ccc(C2(O)CCN(c3ncccc3C(F)(F)F)CC2)nc1	-19%
CCOc1ccc(Br)cc1C1C(C(=O)Nc2ccccc2OC)=C(C)Nc2nnnn21 (stereo not given)	i
O=S(=O)(c1ccc2c(c1)CCC2)N1CCCC(Cn2c(C3CC3)nc3cccnc32)C1 (stereo not given)	i
COc1ccc2c(c1)c1c(c(=O)n(-c3ccc(F)c(Cl)c3)c(=O)n1Cc1cccc(C)c1)n2C	-4%
CN(Cc1ccc2c(c1)CCO2)C1CCc2nn(C)c(=O)n2CC1 (stereo not given)	22%
O=C(c1ccsc1)N1CCCn2cc(-c3ccccc3F)nc21	-6%
O=C1NCCCCCN(C(=O)c2ccc(Cn3ccnc3)o2)[C@H]2CCC[C@@H]12	9%
COc1ccc(-c2nc3c(c(=O)[nH]2)CCN(C(=O)c2ccc(OC)cc2OC)C3)cc1	u
CC(C)CNC(=O)N1CCC(OC2CCN(S(C)(=O)=O)CC2)CC1	-4%
COCc1cn([C@H]2CO[C@H]3[C@@H]2OC[C@H]3O)nn1	32%[activator][44.1 µM]
COc1ccc(OC)c(NC(=O)C2CCCN(S(=O)(=O)c3c(C)nn(C)c3C)C2)c1 (stereo not given)	i
O=S(=O)(c1ccc(C(F)(F)F)cc1)N1CCCC(Cn2cnc3cccnc32)C1 (stereo not given)	i
COC(=O)c1cccnc1-n1c(=O)c2cccnc2n(CC(=O)Nc2cccc(C(F)(F)F)c2)c1=O	4%
Cc1cccc(N2CCn3c2nc2c3c(=O)n(CCc3ccccc3)c(=O)n2C)c1	18%
COc1ccc(C(=O)Nc2ccc3nc4c(c(Nc5ccccc5OC)c3c2)CCCC4)c(OC)c1	u
O=C(Nc1ccc2nc(SCC(=O)N3CCCC3)sc2c1)c1cccc(F)c1	i
COc1ccc(CCNC(=O)CN2C(=O)NC(c3ccc(C)cc3)C3=C2COC3=O)cc1OC (stereo not given)	i
COc1cccc(CNC[C@H]2O[C@H](Cc3cc(CN4CCOCC4)on3)CC[C@@H]2O)c1	i
CCOc1ccc(NC(=O)c2nnn(-c3ccc(F)c(Cl)c3)c2C)cc1	i
O=C(Nc1ccccc1)c1ccc(Br)c(S(=O)(=O)N2CCCCC2)c1	u
CN(Cc1cc2n(n1)CCNC2)Cc1cnc(-c2ccccc2)s1	-6%
CN(C)c1nccnc1OC1CCN(C(=O)CCC(=O)c2ccc(F)cc2)C1 (stereo not given)	5.6µM*
CC(C)(C)C(=O)N1C[C@@H](COc2cccnc2)[C@H](c2ccccn2)C1	36%
CCOc1ccc(CN(Cc2cccc(Oc3ncccn3)c2)C2CC2)cc1	u
O=C(NC[C@H]1C[C@@H]2CCN1C[C@@H]2CN1CCCCC1)c1ccc(C(F)(F)F)cc1	u
O=C(Nc1ccnn1C1CCN(Cc2cccc(F)c2F)CC1)c1ccccc1Cl	u
CCCCNC(=O)CCCn1c(=O)c2ccccc2n(Cc2ccccc2C)c1=O	u
CCN(CC)C(=O)[C@@H]1CCC[C@@H](NS(=O)(=O)c2ccccc2)CN(C)C(=O)C1	9%[44.1 µM]
Cc1cc2ncc(C(=O)NCC3CC3)cn2n1	8%[44.1 µM]
CCOC(=O)c1cnc2c(ccc3ccccc32)c1Nc1cccc(Cl)c1	i
CCc1ccc(-c2nc3ccc(Br)cc3c(C(=O)O)c2C)s1	1%
CCCCN(CC)CCCNC(=O)c1cn(C)c2ccc(S(=O)(=O)N(C)C3CCCCC3)cc2c1=O	u
Cc1cc(OC(C)C(=O)N2CCC(c3nc4ccccc4o3)CC2)ccc1Cl (stereo not given)	-13%
COc1cc(F)ccc1-c1ccnc2nc(CC(C)C)nn12	-13%
CC(=O)C1=C(c2ccc(C)cc2)N(C(C)=O)n2c(nnc2-c2ccccc2)S1	7.9µM*
COc1cccc([S+](=O)([O-])N2CCC(N3Cc4ccccc4C3=O)CC2)c1	-3%
COc1ccc(C(=O)N2CCC3(CC2)NC(=O)N(Cc2ccc(C)cc2)C3=O)cc1	i
O=C1CCN(C(=O)c2cccnc2)CCCC(C(=O)NCCC2=CCCCC2)CCN1 (stereo not given)	9%
COc1cccc(CNC(=O)C(=O)Nc2c3c(nn2-c2ccccc2)CSC3)c1	-13%
COc1ccc(-c2noc([C@@H]3C[C@H](NS(=O)(=O)c4ccc(C)cc4)CN3C)n2)cc1	u
COc1ccc(-c2ccccc2NC(=O)C2CCCN(Cc3ccccc3O)C2)cc1 (stereo not given)	2.8µM*

Overlap with the part before: seven compounds, then new ones.
SMILES	Pf Dd2 growth
CC(=O)C1=C(c2ccc(C)cc2)N(C(C)=O)n2c(nnc2-c2ccccc2)S1	7.9µM*
COc1cccc([S+](=O)([O-])N2CCC(N3Cc4ccccc4C3=O)CC2)c1	-3%
COc1ccc(C(=O)N2CCC3(CC2)NC(=O)N(Cc2ccc(C)cc2)C3=O)cc1	i
O=C1CCN(C(=O)c2cccnc2)CCCC(C(=O)NCCC2=CCCCC2)CCN1 (stereo not given)	9%
COc1cccc(CNC(=O)C(=O)Nc2c3c(nn2-c2ccccc2)CSC3)c1	-13%
COc1ccc(-c2noc([C@@H]3C[C@H](NS(=O)(=O)c4ccc(C)cc4)CN3C)n2)cc1	u
COc1ccc(-c2ccccc2NC(=O)C2CCCN(Cc3ccccc3O)C2)cc1 (stereo not given)	2.8µM*
O=C(NCCCN1CCc2ccccc2C1)C1CCc2ncc(-c3ccc(F)cc3)n2C1 (stereo not given)	u
CCOc1ccc(NC(=O)NC(C)c2c(-n3cccc3)sc(C)c2C)cc1 (stereo not given)	-23%
CCc1ccc(-n2nc(C)c3c2NC(=O)CSC3c2ccc(OC)cc2OC)cc1 (stereo not given)	u
CCN1CCN(Cc2cc3ccc(C)cc3nc2-c2ccc(OC)c(OC)c2)CC1	-29%
COCCc1noc(C2CN(C(=O)c3cn(C)cn3)C2)n1	11%
CCc1cccc(CC)c1NC(=O)Cn1nnc2sc3c(c2c1=O)CCCC3	u
COc1ccccc1CNC(=O)CN1C(=O)COc2ccc(S(=O)(=O)N3CCCCC3)cc21	-3%
Cc1cc(CN2CCn3c(nnc3-c3ccc(Cl)cc3)C2)no1	-24%
Cc1cc(C)c2oc(C(=O)NCCc3ccc(S(N)(=O)=O)cc3)cc(=O)c2c1	5%
O=C(c1ccc(F)cc1)N1C[C@@H]2C[C@H](C1)c1c(/C=C/c3ccc(Cl)cc3)ccc(=O)n1C2	i
CCOC(=O)COc1ccc([N+](=O)[O-])cc1-c1ccnc2cc(-c3ccc(C)cc3)nn12	i
Cc1cc(=O)[nH]c2nnc(SCc3ccccc3F)n12	i
COc1ccccc1CNC(=O)[C@@H](C)C1CC[C@@]2(C)CC[C@H](NC(=O)c3cncnc3)[C@@H](C)[C@@H]2[C@H]1O (stereo not given in full)	u
COCCNC(=O)c1ccc2c(c1)N(C)C(CC(=O)Nc1ccccc1)CO2 (stereo not given)	-6%
O=C1CCCc2[nH]c(=O)c(-c3nc(-c4cccc([N+](=O)[O-])c4)cs3)cc21	u
COc1cc(OC)c(C2C=C(c3ccc(C)cc3)Nc3c(C(=O)Nc4ccccc4)cnn32)cc1OC (stereo not given)	10µM*
COc1ccc(NC(=O)c2ccc3c(c2)c(C)c(C)n3Cc2ccc(F)cc2)cc1	-17%
Cc1ccc(C)c(C(=O)NCc2nnc3c(-c4nc(C(C)C)no4)cccn23)c1	2%
Cc1cccc(NC(=O)C2CCN(c3nnc(-n4c(C)ccc4C)s3)CC2)c1C	i
CCc1nc(-c2c3n(c(=O)n(CC(=O)Nc4cc(F)ccc4F)c2=O)CCCCC3)no1	-4%

An excerpt of these results, bar-delimited.
Compound | Pf Dd2 growth
CCc1nc2c(c(-c3ccc(Cl)cc3)n1)CN(Cc1cccc(F)c1)CC2 | 10µM*
Cc1cc(=O)n(CC(=O)N2C[C@H](CO)C[C@H](CN(C)C)C2)nc1C | 8%
COc1ccc(NC(=O)Cn2c3ncccc3c(=O)n2-c2ccc(C)c(C)c2)c(OC)c1 | u
Cn1ncc(N2CCC(NC(=O)C3CCOCC3)CC2)cc1=O | 0%
Cn1cnnc1SCC(=O)Nc1cc(C(=O)O)cc(C(=O)O)c1 | 23%
CC(C)(C(=O)NCc1ccccn1)C1CCOCC1 | 29%
CCn1ccnc1C1CCN(C(=O)CC2NC(=O)NC2=O)CC1 (stereo not given) | -22%

(further entries)
SMILES	Pf Dd2 growth
CCOc1ccc(-c2cn3c(n2)sc2cc(C(=O)NCCC4=CCCCC4)ccc23)cc1	7.1µM*
COc1cc2c(cc1Oc1ccccc1)NC(=O)C21CCN(c2ncccn2)CC1	-6%[44.1 µM]
COCCN1C(=O)C(CC(N)=O)=C2CCCCC21 (stereo not given)	15%
Cn1c(C(=O)NC(C)(C)C)cc2c1CCN(Cc1cccc(F)c1)C2	u
COCc1ccc2c(c1)c(OC(C)(C)C(=O)NCC[S+](C)(=O)[O-])nn2Cc1cccnc1	34%[activator]
O=C(c1cccc2c1NCCC2)N1CCn2nc(C(O)C3CC3)cc2C1 (stereo not given)	-4%
NC(=O)[C@@H]1CN(C(=O)c2cncnc2)C[C@H]1COc1ccccc1	15%
O=C(CCNS(=O)(=O)c1ccc2c(c1)CCN2C(=O)C1CC1)Nc1ccc(Cl)cc1	-5%
Cc1ccnn1CCC(=O)N1CC[C@H](N2CCN(C)CC2)[C@H](CCC(=O)O)C1	8%
COc1cccc(C2C(C(N)=O)=C(C)Nc3ncnn32)c1 (stereo not given)	10%
COCCNC(=O)c1cc(-c2cccc(Cl)c2)on1	-11%
O=C(N[C@@H]1CN(C(=O)Nc2ccc(OC(F)(F)F)cc2)CCC[C@H]1O)c1ccc(OCCN2CCOCC2)cc1	i
O=C(c1ccc2c(c1)N(Cc1ccccc1F)C(=O)c1ccccc1S2=O)N1CCN(c2ccccc2)CC1 (stereo not given)	-2%
CC(NC(=O)c1cc(S(N)(=O)=O)ccc1F)c1ccc2c(c1)OCCCO2 (stereo not given)	-4%
COc1ccc(C(=O)N2CCC3(CC2)OCC(C(=O)NC2CC2)N3C(=O)c2ccc(F)cc2)cc1 (stereo not given)	-28%
Cc1ccc(S(=O)(=O)N2CCN(Cc3nc4ccc(C)cc4o3)CC2)c(C)c1	3%
COc1cccc(/C=C/c2nc(C#N)c(NCCN(C)C)o2)c1	-23%
Cc1ccc(NC(=O)C2CCCN(S(=O)(=O)c3cccc4nsnc34)C2)cc1C (stereo not given)	-26%
CSc1ccc(CCNC(=O)C(C)n2nc(C)c3c(C)n(-c4ccccc4)nc3c2=O)cc1 (stereo not given)	2%
Cc1ccc(NC(=O)Cn2c(=O)n(CCC(C)C)c(=O)c3cccnc32)cc1C	16%
CCn1nc(C(C)C)cc1C(=O)N1CCN(C)C2(CCC(=O)N(C)CC2)C1 (stereo not given)	-8%
COc1ccc(NC(=O)Nc2ccc(C)n(CC(=O)O)c2=O)cc1	1%
COc1ccccc1NC(=O)CCNS(=O)(=O)c1ccc2c(c1)CCCC(=O)N2	i
O=C(NCc1cccc(Br)c1)c1ccc(-n2cnc3cccnc32)cc1	i
O=C(c1ccc(F)cc1Cl)N1CCN(c2cc(-c3ccc(F)cc3)[nH]n2)CC1	i
CCc1ccc(CN(C(=O)c2nc(SC)ncc2Cl)C2CCS(=O)(=O)C2)cc1 (stereo not given)	u
CCNC(=O)c1cccc2c1CCN2S(=O)(=O)c1cccc(C)c1	u
Cc1ccc(NC(=O)Cn2c(-c3ccccc3)nc(C)c(CCO)c2=O)cc1Cl	u
O=C(O)c1ccc(CC2CCN(Cc3ccncc3)C2)cc1 (stereo not given)	-4%
CCCCN1CCN(C(=O)C2(c3ccc(NS(C)(=O)=O)cc3)CCCCC2)CC1	i
CNC(=O)c1ccc2nc(Cc3ccccc3)oc2c1	80%[activator]
Cc1cc2c(cc3c(SCc4cccc(Cl)c4)nnc(C)n32)o1	u
CCc1ccc2[nH]cc(S(=O)(=O)c3ccc(C(C)C)cc3)c(=O)c2c1	i

Not all compounds are listed, so the mix of outcomes need not match the whole.
